PolyA inhibitor – inhibitors of polyadenylation in S. cerevisiae; S. cerevisiae SKY197-pL101 polyadenylation reporter, beta-gal luminescence; efflux-impaired pdr1/pdr3 knockout yeast; score 100 = 6 SD above DMSO; calls only at 12 µM; actives 0.02% (n = 300,000); AID 1875;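 active = lowest replicate activity score at least 50, where 100 means six control SD above control mean; inconclusive = lowest score under 50 but half or more replicates reach 50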;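 also: yeast exposed to compound for 9 h at 30 °C; higher score means more reporter readthrough which indicates perturbed polyadenylation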
HSF1 activator – increases HSF-1 driven luciferase reporter signal; NIH3T3-HGL HSF-1 luciferase reporter, MG132, 8 h; 100% = twice DMSO control signal; activation, % at 9 µM; actives 1.7% (n = 300,000); AID 504408;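 active = mean replicate activation of at least 50% with a set share of replicates each reaching 50%; inconclusive = only one of those two conditions met; inactive = mean below 50% and too few replicates reaching it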;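 also: 0% = median of the neutral control wells and 100% = twice that signal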
HSP90 inh – HSP90 refolding inhibition in rabbit reticulocyte lysate; luciferase refolding luminescence, 3 h; inhibition, % at 5.6 µM; actives 0.91% (n = 290,000); AID 1789;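 active = inhibition above the screen-wide mean plus 3 SD, computed separately per campaign, cut at about 16% in these data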;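 also: 0% = DMSO wells and 100% = 60 µM geldanamycin wells; inhibitors lower the luminescence because luciferase stays unfolded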
IEC-6 tox – counter-screen for KLF5 inhibitors: cytotoxicity in IEC-6 cells; AID 1825; inhibition, % at 5 µM; IEC-6 cytotoxicity, luminescence viability; actives 0.78% (n = 290,000); in the data active = inhibition above about 22%;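 also: 0% = plate median of test compound wells and 100% = cytotoxic reference compound wells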
HSF1 inh – HSF1 inhibition; NIH3T3-HGL HSE-luciferase, MG132-induced, luminescence 8 h; active compounds read low; activity change, negative = inhibition, % at 7.5 µM (by protocol); actives 0.77% (n = 300,000); AID 2098;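 active = more than half of replicate wells show activity change below -50%, luminescence cut by over half; inconclusive = some wells, but at most half, below -50%; inactive = no replicate well below -50%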;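 also: luciferase reports HSF-1 transcriptional activity via heat shock element; 0% = median of DMSO wells and -100% = zero luminescence signal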
GSK3 alpha inh – inhibitors of human GSK-3 alpha kinase | inhibition, % at 10 µM | actives 0.1% (n = 320,000) | ADP-Glo luminescence, 60 min | P49840;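 in the data active = inhibition above about 50%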;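 also: GST-tagged GSK-3 alpha with peptide substrate and 25 µM ATP; 0% = DMSO neutral wells and 100% = GW8510 positive control wells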
Target sequence (P49840 whole entry, looked up): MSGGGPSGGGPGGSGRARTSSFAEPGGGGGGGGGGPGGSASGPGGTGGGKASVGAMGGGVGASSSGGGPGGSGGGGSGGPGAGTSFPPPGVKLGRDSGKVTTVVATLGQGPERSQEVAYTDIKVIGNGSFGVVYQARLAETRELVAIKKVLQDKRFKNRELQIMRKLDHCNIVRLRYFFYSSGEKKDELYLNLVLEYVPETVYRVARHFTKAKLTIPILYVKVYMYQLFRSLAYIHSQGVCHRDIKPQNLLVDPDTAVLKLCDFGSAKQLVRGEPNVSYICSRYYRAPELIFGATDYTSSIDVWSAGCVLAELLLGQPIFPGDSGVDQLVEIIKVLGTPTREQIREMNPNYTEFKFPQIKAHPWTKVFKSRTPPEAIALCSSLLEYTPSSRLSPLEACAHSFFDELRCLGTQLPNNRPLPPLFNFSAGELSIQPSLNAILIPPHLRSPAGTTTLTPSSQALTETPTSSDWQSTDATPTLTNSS
AI-2 QS mod – modulators of Vibrio harveyi AI-2 quorum sensing system; Vibrio harveyi JMH597 AI-2 luminescence/OD600 ratio, 9 h; active compounds read low; strain lacks LuxN and CqsS sensors; 0 = neutral-control median; activity change, % at 7.5 µM; actives 0.4% (n = 300,000); AID 2094; in the data active = activity change below about -75%, passing the limit was not always enough; inconclusive = no clear call, values can overlap the other calls;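 also: luminescence divided by OD600 gain over 9 h not by final OD600 alone; inactives centre near 13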
KLF5 inhibitor – kruppel-like factor 5 inhibition; DLD-1 KLF5 promoter-luciferase reporter, luminescence; inhibition, % at 5 µM; actives 0.23% (n = 290,000);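 active = inhibition above a per-plate limit of that plate's mean compound inhibition plus 3 SD, cut at about 60% in these data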;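 also: 0% = DMSO wells and 100% = LY294002 at 200 µM; higher means less KLF5 promoter-driven luciferase light; inactives centre near -14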
GSK3beta inhib – blocks human GSK3beta kinase activity; P49841; GST-GSK3beta kinase, ADP-Glo luminescence, 60 min; active compounds read low; activity score (negative = inhibition), % at 10 µM; actives 0.038% (n = 300,000); AID 2097;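 active = more than half of replicate wells score below -50%, meaning over 50% inhibition versus plate controls; inconclusive = some replicates but at most half score below -50%; inactive = no replicate scores below -50%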;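 also: 0% = median DMSO wells and -100% = median GW8510 positive control wells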
Target sequence (P49841 whole entry, looked up): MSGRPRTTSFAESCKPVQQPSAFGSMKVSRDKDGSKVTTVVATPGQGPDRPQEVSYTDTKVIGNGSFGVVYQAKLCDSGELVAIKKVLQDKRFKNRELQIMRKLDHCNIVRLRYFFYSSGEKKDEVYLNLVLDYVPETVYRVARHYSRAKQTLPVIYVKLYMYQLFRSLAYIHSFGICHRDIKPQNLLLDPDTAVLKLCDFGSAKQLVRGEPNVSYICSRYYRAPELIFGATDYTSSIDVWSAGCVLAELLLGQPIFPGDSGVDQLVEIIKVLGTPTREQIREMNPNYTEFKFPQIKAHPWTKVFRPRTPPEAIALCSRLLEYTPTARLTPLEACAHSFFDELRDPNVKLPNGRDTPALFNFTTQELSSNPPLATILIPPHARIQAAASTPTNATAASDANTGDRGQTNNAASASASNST
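Test system: GST-tagged human GSK3beta kinase, cell-free; evaluation: activity score scaled between in-plate DMSO and GW8510 controls; measured by: ADP-Glo luminescence; incubation: 60 min reaction, RT; benchmarks: DMSO and 20 µM GW8510; reagent: peptide substrate plus 25 µM ATP (final); medium: Tris/MgCl2 kinase buffer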
aSyn 5UTR inh – MLPCN primary screen, SNCA 5' untranslated region | alpha-synuclein 5'UTR reporter, inhibitor activity | inhibition, % (tested at 7.5 µM) | actives 0.82% (n = 300,000) | AID 1813; in the data active = inhibition above about 60%; inconclusive = no clear call, values can overlap the other calls;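 also: H4 neuroglioblastoma cells stably carrying SNCA 5'UTR luciferase fusion; 0% = DMSO wells and 100% = positive control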
* hit, by the source's call; i = inactive; u = inconclusive; x = not tested or not shown. These rows are one share of the data; the hit share may differ from the screen's.

SMILES	PolyA inhibitor	HSF1 activator	HSP90 inh	IEC-6 tox	HSF1 inh	GSK3 alpha inh	AI-2 QS mod	KLF5 inhibitor	GSK3beta inhib	aSyn 5UTR inh
O=C(Nc1nc(=O)n(C(=O)C2CC2)s1)c1ccccc1	i	2	1	-2	3	1	25	4	-2	14
COC(=O)c1ccc(NC(=O)Cn2nnc(-c3cccs3)n2)cc1	i	11	-2	-3	-7	1	29	-24	4	-6
Cc1cc2oc(=O)cc(CN3CCC(C)CC3)c2c(C)c1Cl	i	26	2	4	19	-2	-3	-13	2	-88
Fc1ccc(-c2nc3ccccc3c3nc4ccccc4n23)cc1	i	18	-7	9	-1	-1	14	5	0	4
COc1ccc(/C=C(\C#N)C(=O)Nc2ccc3[nH]c(=O)[nH]c3c2)cc1	i	9	0	-8	1	0	9	-13	-2	8
O=C(c1ccccc1)N1CCCCC(Sc2nnnn2-c2ccccc2)C1=O (stereo unspecified)	i	-1	0	1	-2	1	9	-17	1	-4
O=S(=O)(c1ccc(-c2ccon2)s1)N1CCCC1	i	-3	-1	0	-3	-3	29	3	-1	0
COC(=O)c1ccc(NC(=O)Cc2ccccc2)cc1	i	26	-3	4	12	0	36	-72	4	-123
CC(C)N1CCC2(CC1)Oc1ccc(Br)cc1C1CC(c3cccnc3)=NN12 (stereo unspecified)	i	9	4	12	5	4	12	9	2	5
Cn1c(=O)n(C)c2cc(/C=N/NC(=O)c3ccncc3)ccc21	i	-4	5	-4	-6	4	15	-9	2	-3
C=CCn1c(NC(=O)c2ccc(Br)o2)c(S(=O)(=O)c2ccccc2)c2nc3ccccc3nc21	i	u	10	0	26	4	39	10	13	5
COCCCNC(=O)CSc1ccc(Cl)cc1	i	-7	-4	-3	-1	1	36	-32	3	-1
CC(C)OCCCNC(=O)Cn1ccc2cc(S(=O)(=O)N3CCCCC3)ccc21	i	-5	6	1	-2	-1	20	1	2	5
CC(C)n1nnnc1-c1cccc(Cl)c1	i	-8	-2	-2	-5	-4	14	-9	-1	-3
Cc1oc2c(c(C)cc3oc(=O)c(CC(=O)N[C@@H](C)C(=O)O)c(C)c32)c1C	i	4	-3	2	-12	-1	8	-11	-1	11
CCOC(=O)c1ccc(N2CCCCC2)c(NS(=O)(=O)c2ccc(C)cc2)c1	i	31	-1	0	11	-2	0	10	0	-15
CC(C)C[C@@H](CN=[N+]=[N-])N1CCN(CC(C)C)CCC1=O	i	4	-5	-10	-4	-6	25	-25	-2	0
CCCOc1ccc(S(=O)(=O)N2C(=O)CC(=O)N(Cc3ccc(OCC)cc3)C2=O)cc1	i	-5	1	1	2	-3	2	-7	4	-4
C=C(C)C(=O)Nc1ccc(OC(F)(F)C(F)F)c(NC(=O)C(=C)C)c1	i	13	-9	1	1	x	2	2	2	27
COc1ccc(S(=O)(=O)N2CCCCCC2)cc1N(C)S(=O)(=O)c1ccc(C)cc1	i	-10	11	-5	-6	x	7	-51	-4	21
CCOc1ccc(CCNC(=O)COC(=O)c2cccnc2SC)cc1OCC	i	-10	x	x	1	-3	43	x	1	29
Cc1nc(SCC(N)=O)[nH]c(=O)c1Cc1ccc(OC(C)C)cc1	i	2	5	7	-6	-4	53	-4	2	20
CC(=Nc1ccccc1)C1=C(O)COC1=O	i	-3	1	-1	1	-5	16	-59	5	3
Cc1ccccc1OCCCSc1nc2ccccc2[nH]1	i	28	1	7	24	-1	-9	8	3	-12
COc1ccccc1N1CCN(C(c2cccs2)C(C)NC(=O)C(=O)N2CCOCC2)CC1 (stereo unspecified)	i	3	6	-2	-2	1	17	-19	9	5
Other results:
SMILES	PolyA inhibitor	HSF1 activator	HSP90 inh	IEC-6 tox	HSF1 inh	GSK3 alpha inh	AI-2 QS mod	KLF5 inhibitor	GSK3beta inhib	aSyn 5UTR inh
O=C(CSc1nc2ccc(Nc3nc(N4CCOCC4)nc(N4CCOCC4)n3)cc2s1)Nc1ccccc1F	x	x	-3	-4	x	x	25	-15	-5	x
O=C(CCS(=O)(=O)c1ccc2c(c1)NC(=O)CS2)NCc1ccccc1Cl	i	9	-2	0	-2	1	x	-20	-1	16
CCN(CC(=O)Nc1ccc2c(c1)OCCO2)C(=O)/C=C/c1cccc(Br)c1	i	-17	x	x	2	-5	34	x	2	-5
Cc1cccc(C(=O)N2CCCC(N3CCN(Cc4ccc5c(c4)OCO5)CC3)C2)n1 (stereo unspecified)	i	-6	3	1	-6	5	10	-5	0	-1
Cc1ccc(OCCC(=O)NCCc2ccc(S(N)(=O)=O)cc2)cc1	i	18	-1	2	-5	-4	19	-31	3	27
COc1ccc(C(=O)C(C)Oc2cccc(NC(=O)c3cccc([N+](=O)[O-])c3)c2)cc1 (stereo unspecified)	i	16	3	-1	3	0	29	4	0	5
O=S(=O)(NCc1ccco1)c1ccc(Cl)cc1Cl	i	1	-3	-1	2	-5	0	2	0	-4
CC(C)NC(=O)CSCc1cccc(Br)c1	i	-10	2	-5	-1	-5	18	-30	0	21
O=C(CSCc1ccc([N+](=O)[O-])cc1)N/N=C/c1ccncc1	i	-31	0	-2	-25	x	21	-27	-1	-5
O=c1ccc2cc(S(=O)(=O)NCCCc3ccccc3)ccc2[nH]1	i	10	3	-4	-1	-3	17	-15	-1	0
Cc1coc2cc3oc(=O)c(CCC(=O)NCCCN4CCCC4=O)c(C)c3cc12	i	1	-4	3	2	-2	33	1	-25	-11
CCC(C)C(=O)Nc1nnc(SCC(=O)NC(C)(C)C)s1 (stereo unspecified)	i	0	-4	3	0	0	6	-22	1	5
CS(=O)(=O)Nc1nnc(Cc2ccccc2)s1	i	-3	1	-6	4	-3	12	-12	-8	2
Cc1ccccc1-c1cc(-c2ccccc2O)on1	i	33	-1	2	30	-3	10	-82	-7	-216
Cc1nn(CC(=O)Nc2ccc3c(c2)nc(CN2CCCCC2)n3C)c(=O)c2ccccc12	i	32	9	-1	7	-1	18	-3	2	-6
CC(OC(=O)c1ccc(NS(=O)(=O)c2ccc3[nH]c(=O)[nH]c3c2)cc1)C(=O)Nc1ccc(Cl)cc1 (stereo unspecified)	i	4	3	-2	3	2	17	-3	3	11
CCNC(=O)/C(C#N)=C/c1c(N2CCN(c3cccc(Cl)c3)CC2)nc2c(C)cccn2c1=O	i	-17	1	1	-2	0	29	-15	2	2
O=C(NCc1ccco1)c1ccc(S(=O)(=O)N2CCOCC2)cc1	i	20	3	-2	-4	-3	16	3	-2	-5
CCN(CC)CC(O)CN(c1ccccc1)S(=O)(=O)c1ccc2ccccc2c1 (stereo unspecified)	i	3	-2	0	-1	0	9	2	1	-4
CNC(=S)N/N=C/c1c(C)nn(-c2ccccc2)c1Cl	i	40	5	0	18	-7	0	-37	-1	-89
O=C(Nc1ccccc1)N(CCCN1CCOCC1)Cc1ccccc1F	i	-6	-3	4	-4	2	12	-15	-1	-84
O=C(Nc1ccc(NC(=O)C2CCCN2C(=O)OCc2ccccc2)cc1)c1ccco1 (stereo unspecified)	i	-6	-2	3	-3	-1	17	20	1	0
CCN(CC)S(=O)(=O)c1cc(NC(=O)C(C)OC(=O)c2[nH]c(C)c(C(C)=O)c2C)ccc1C (stereo unspecified)	x	-12	-1	3	-7	-3	23	-18	-1	14
Cc1ccc(OCC(=O)Nc2ccc3c(c2)OCO3)c([N+](=O)[O-])n1	i	45	-1	7	17	-5	34	-20	1	-111
COC(=O)Cc1c(C)c2ccc(OCC(=O)NC3CCS(=O)(=O)C3)cc2oc1=O (stereo unspecified)	i	0	-7	-4	3	-1	17	-5	-24	8
(next part)
SMILES	PolyA inhibitor	HSF1 activator	HSP90 inh	IEC-6 tox	HSF1 inh	GSK3 alpha inh	AI-2 QS mod	KLF5 inhibitor	GSK3beta inhib	aSyn 5UTR inh
C/C(=N\N1CCN(C2c3ccccc3-c3ccccc32)CC1)c1cccnc1	i	-10	-3	-9	-9	-3	10	-8	8	17
N#CCc1c(C#N)c(N)nc(N2CCCC(CO)C2)c1C#N (stereo unspecified)	i	-1	6	-4	8	16	22	-21	2	-14
O=C(c1cc2ccccc2c(=O)o1)N1CCc2ccccc2C1	i	2	0	-1	-5	-2	11	-13	1	-8
CCN(CC)S(=O)(=O)c1ccc(N2CCOCC2)c(NC(=O)c2c3c(nc4ccccc24)CCC3)c1	i	-8	-3	-2	-3	11	24	-22	-2	4
O=C(CCCC(=O)OCC(=O)c1ccc(F)cc1)Nc1cc(C(F)(F)F)ccc1Cl	i	-9	-1	1	-5	-1	62	4	0	1
O=C(NCCN1CCOCC1)c1csc2c1CCCC2	i	-11	0	9	-2	4	9	0	2	5
CCCc1cc(C(=O)NNC(=S)NC(C)c2ccccc2)cs1 (stereo unspecified)	i	4	-2	-2	0	-3	-20	-34	6	7
CCOC(=O)c1c(C)nc(SC)c(C#N)c1-c1ccccc1	i	9	3	13	-1	-2	-1	-2	13	3
Cc1ccc(Cl)cc1N1CCN(S(=O)(=O)c2ccc3c(c2)oc(=O)n3C)CC1	i	15	3	1	10	1	6	-11	-3	23
COc1ccc(C(=O)N(CC(=O)Nc2sc(C)c(C)c2C(N)=O)C2CCCC2)cc1	i	5	-2	0	6	-2	24	-15	5	-1
O=c1/c(=C\c2cccnc2)sc2nc3ccccc3n12	i	11	-1	0	12	x	11	-19	2	-107
CCN(CC)S(=O)(=O)c1ccc2c(c1)oc(=O)n2CC(=O)N(C)C1CCCCC1	i	0	1	6	-8	-2	42	4	0	16
FC(F)(F)c1ccc(/C=N/N2CCN(Cc3ccccc3)CC2)cc1	i	3	3	-3	-1	-3	-1	5	1	7
Cc1nn(CC(=O)Nc2ccc(C#N)cc2)c(C)c1[N+](=O)[O-]	i	-18	-2	0	-8	0	-47	-14	-2	-2
Cc1ccc(SC[C@H](C)CN2CC[C@H](C)CCC2=O)cc1	i	4	-1	0	2	-1	5	-25	0	7
CCCCCCCC(=O)NN=C1CCN(Cc2ccccc2)CC1	i	17	6	-3	-3	-2	10	-27	4	23
CCNC(=O)CCSc1nnc(-c2ccco2)o1	i	2	3	2	-5	-1	17	-18	2	7
CN(CCC#N)C(=O)COC(=O)c1c2c(nc3ccccc13)/C(=C/c1ccco1)CC2	i	-11	5	-13	-6	0	26	21	1	-2
Cc1cc(C(=O)COc2ccccc2C(N)=O)c(C)n1CC1CCCO1 (stereo unspecified)	i	18	2	15	1	-8	17	-36	6	-35
CCCS(=O)(=O)N1CCN=C1SCc1ccc(C)cc1	i	0	-1	-4	-2	x	2	-27	-3	19
CS(=O)(=O)Nc1ccccc1C(=O)Nc1cc(Cl)cc(Cl)c1	i	1	4	-4	3	-4	25	-19	-4	-22
Nc1c(N(CCC2=CCCCC2)C(=O)c2ccc([N+](=O)[O-])o2)c(=O)[nH]c(=O)n1Cc1ccccc1	i	10	x	x	16	2	32	x	0	-23

Screening data from PubChem.
